High-throughput results deposited in PubChem BioAssay by several laboratories.
Scp-1 inhibitor: inhibitors of human Scp-1 phosphatase. Q9GZU7. Recombinant Scp1, phosphopeptide, malachite green phosphate absorbance. inhibition, % at 20 µM. 0.88% of 340,000 active. AID 493091;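 active = inhibition above about 50% at 20 µM, limit read from the data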;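 also: plate controls were DMSO wells with enzyme for no effect and wells lacking enzyme for full effect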
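Test system: SCP-1 phosphatase catalytic domain, residues 76-261 | Compound dosing: One concentration, 20 µM, with 1.0% DMSO | Schedule: 45 min room-temperature reaction, 5 min colour, 30 min stabiliser | Detection: Absorbance at 630 nm | Read-out basis: % inhibition of SCP-1 phosphate liberation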
MsrA inhibitor: inhibits bovine methionine sulfoxide reductase A; purified bovine MsrA, absorbance read-out; AID 651718; 0.75% of 360,000 active; inhibition, % at 15.5 µM; in the data active = inhibition above about 4.5%;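 also: 0% = vehicle wells with enzyme and 100% = reference inhibitor wells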
LMPTP block: LMPTP (human) inhibition. P24666. recombinant LMPTP-A, OMFP fluorogenic substrate, fluorescence intensity. inhibition, % at 20 µM. 0.22% of 360,000 active. AID 651560;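 active = compounds that cut the enzyme signal by at least half of the control window in the single-dose screen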;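 also: plate controls were DMSO wells with enzyme plus substrate for no effect and substrate without enzyme for full effect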
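Test system: LMPTP-A, protein tyrosine phosphatase of low molecular weight; Input: 0.625 nM enzyme; Incubation: 50 min dark incubation at room temperature; Signal: endpoint fluorescence intensity from OMFP dephosphorylation; Read-out basis: % inhibition versus control wells.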
DNMT1 inh: blocks human DNA methyltransferase DNMT1; P26358; DNMT1 molecular beacon, Hinp1I cleavage, fluorescence; inhibition (reported as % activation of signal), % at 10 µM; 0.83% of 360,000 active; AID 588458; in the data active = inhibition above about 50%
Target sequence (P26358 504-1616 limits assumed): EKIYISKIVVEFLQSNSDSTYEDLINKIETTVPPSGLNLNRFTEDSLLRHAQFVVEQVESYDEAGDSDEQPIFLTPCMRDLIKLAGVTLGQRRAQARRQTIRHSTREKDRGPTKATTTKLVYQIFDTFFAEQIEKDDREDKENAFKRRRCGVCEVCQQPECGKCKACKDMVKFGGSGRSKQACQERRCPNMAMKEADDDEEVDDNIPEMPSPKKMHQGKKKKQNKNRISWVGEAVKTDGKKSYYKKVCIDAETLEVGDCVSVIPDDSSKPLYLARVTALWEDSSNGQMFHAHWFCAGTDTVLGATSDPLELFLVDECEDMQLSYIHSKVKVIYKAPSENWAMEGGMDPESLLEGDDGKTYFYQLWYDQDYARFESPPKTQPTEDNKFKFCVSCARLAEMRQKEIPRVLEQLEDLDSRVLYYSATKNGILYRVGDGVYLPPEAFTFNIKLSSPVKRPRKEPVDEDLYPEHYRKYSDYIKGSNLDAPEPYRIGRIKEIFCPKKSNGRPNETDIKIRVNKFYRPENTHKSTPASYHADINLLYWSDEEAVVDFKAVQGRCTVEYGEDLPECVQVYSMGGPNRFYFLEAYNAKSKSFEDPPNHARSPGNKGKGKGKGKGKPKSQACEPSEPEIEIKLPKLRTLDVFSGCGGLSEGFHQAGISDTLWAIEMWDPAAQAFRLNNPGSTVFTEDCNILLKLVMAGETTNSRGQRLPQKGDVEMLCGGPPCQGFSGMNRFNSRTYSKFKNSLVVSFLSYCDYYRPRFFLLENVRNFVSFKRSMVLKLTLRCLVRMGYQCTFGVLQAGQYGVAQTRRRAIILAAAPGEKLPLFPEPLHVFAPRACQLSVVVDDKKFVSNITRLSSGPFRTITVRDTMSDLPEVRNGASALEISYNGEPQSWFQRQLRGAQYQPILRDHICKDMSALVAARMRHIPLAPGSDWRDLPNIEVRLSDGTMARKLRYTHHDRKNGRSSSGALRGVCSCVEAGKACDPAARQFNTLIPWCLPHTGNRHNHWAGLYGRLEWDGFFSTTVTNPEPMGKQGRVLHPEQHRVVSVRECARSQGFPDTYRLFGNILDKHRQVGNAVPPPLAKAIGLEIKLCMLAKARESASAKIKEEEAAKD
SUMO1 PPI mod: SUMO1-SIM interaction modulation; SUMO1 binding to a labelled peptide, TR-FRET, 1 h; inhibition, % at 20 µM; 0.33% of 360,000 active; AID 602429; in the data active = inhibition above about 37%
TbMetRS inhib: Trypanosoma brucei MetRS inhibition; inhibition, % at 11.9 µM; 0.4% of 360,000 active; purified T. brucei MetRS, ATP depletion, Kinase-Glo luminescence; AID 624268;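 active = inhibition above a per-plate cutoff of the control wells' mean inhibition plus 3 SD, cut at about 5.5% in these data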;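 also: 0% = DMSO wells median and 100% = median of wells with control inhibitor compound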
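Test system – parasite MetRS enzyme · Reagent – substrates ATP, L-methionine and bulk Escherichia coli tRNA · Doses – 11.9 µM compound single dose, 0.9% DMSO · Times – 15 min enzyme-compound preincubation, 2 h reaction, 10 min detection, 25 °C · Signal – Kinase-Glo luminescence, ATP depletion format · Controls – DMSO-only wells as low control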
STEP inh: blocks human striatal-enriched tyrosine phosphatase; AID 588621; 0.25% of 360,000 active; recombinant STEP, OMFP fluorogenic substrate, fluorescence; inhibition, % at 20 µM;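 active = inhibition at 20 µM, scaled per plate between control wells, above about 37%, limit read from the data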;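 also: 0% = DMSO with enzyme and substrate and 100% = substrate only without enzyme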
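System: STEP (striatal-enriched tyrosine phosphatase) enzyme, cell-free; medium: Bis-Tris pH 6.0 buffer with DTT, detergent; dosing: 20 µM, 1% DMSO; times: reaction 20 min, ambient temperature; detection: fluorescence, 480/540 nm; read-out basis: normalized % inhibition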
NRP1-CendR mod: NRP-1/CendR interaction modulation; FAM-RPARPAR peptide binding to NRP-1, fluorescence polarization; inhibition, % at 25 µM; 0.85% of 360,000 active;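 active = inhibition or corrected inhibition above about 18%, plus a signal ratio from 0.5 to 1.5, limit read from the data, passing the limit was not always enough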; also: strong numbers were not always called active
E coli Lon inh: inhibitors of E. coli Lon protease; P0A9M0; purified E. coli Lon protease, fluorescence polarization; inhibition, % at 7.94 µM; 0.42% of 360,000 active; in the data active = inhibition above about 13%, passing the limit was not always enough;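 also: 0% = enzyme with probe and DMSO and 100% = no enzyme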
bovine MsrA act: bovine methionine sulfoxide reductase A activation; purified bovine MsrA, absorbance read-out; activation, % at 10.6 µM; 0.3% of 360,000 active; AID 602163; in the data active = activation above about 7.5%;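 also: 0% = vehicle and 100% = reference activator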
* = called active by the depositor; . = not tested or not shown. Compounds as they come; 4.3% or so of the library scored in one or more.

1: CCC(C(=O)OCC(=O)Nc1cc(OC)ccc1OC)c1ccccc1 (centres undefined)
2: CC1Cc2ccccc2N1S(=O)(=O)c1cccc(C(=O)N2CCN(c3ncccn3)CC2)c1 (centres undefined)
3: COc1ccc(C(=O)C2CC2c2ccc3c(c2)OCO3)cc1 (centres undefined)
4: Cc1ccc2ncc(NC(=O)c3ccc(F)cc3)c(=O)n2c1
5: CCc1ccc(N/C(SCc2ccccc2C)=C(/C#N)C(=O)NCc2ccco2)cc1
6: C[n+]1ccc(/C=C/c2cccs2)cc1
7: Cc1[nH]nc2c1C(=O)CC(C)(C)C2
8: O=C(CN1C(=O)COc2ccccc2C1=O)c1ccc2c(c1)OCCO2
9: COc1cccc(C(=O)CC(C(=O)O)c2ccc(Cl)cc2)c1 (centres undefined)
10: O=c1[nH]c2c(c(=O)[nH]1)CCCCCC2
Assay by compound,1,2,3,4,5,6,7,8,9,10
Scp-1 inhibitor,1,9,-6,-2,3,29,3,-13,-13,-5
MsrA inhibitor,-0.7,-0.7,-1.0,-0.1,0.8,1.8,1.3,0.1,0.4,-0.4
LMPTP block,1.2,1.3,2.6,0.7,3.2,-2.7,-0.8,1.0,-2.4,-2.2
DNMT1 inh,4,-5,0,0,-1,0,2,3,-2,-2
SUMO1 PPI mod,3,-4,-1,-19,1,-23,1,-1,2,1
TbMetRS inhib,-1.4,-1.1,0.5,-1.4,-0.9,-0.6,1.1,0.6,-0.7,0.4
STEP inh,-4,3,0,-1,3,0,-2,2,0,-4
NRP1-CendR mod,22,35*,28*,-7,-3,-4,12,8,-13,-5
E coli Lon inh,1,-3,3,1,3,-5,-18,-14,-1,-3
bovine MsrA act,-11,-14,0,-12,-14,-5,-10,-1,-1,-1

11: COc1ccc([C@H]2CN(c3ccc(OC)cc3)C(=O)[C@@H]2CC(=O)Nc2ccc(Br)cc2)cc1
12: CCCCS(=O)(=O)NC1=NCN(Cc2ccco2)CN1
13: CCOC(=O)CN1C(=O)N(CC)C(C)=C(C(=O)OC)[C@@H]1c1ccccc1
14: COC(=O)C1(C(=O)OC)NOC2C(=O)N(c3ccc(Cl)cc3Cl)C(=O)C21 (centres undefined)
15: CCCCN1C(=O)C(CC(=O)NC(c2ccccc2)c2ccccc2)CC(C(=O)N(C)C)=C1C (centres undefined)
16: Cc1cccc(NC(=O)c2cn(-c3ccccc3)nc2-c2ccccc2)c1
17: CN(C)CCN(C(=O)c1ccc(C(=O)c2ccccc2)cc1)c1nc2cc3c(cc2s1)OCCO3
18: O=C(Cn1nc([N+](=O)[O-])nc1Br)NC1CCCCC1
19: CN(Cc1ccccc1)C(=O)C1CCCN(Cc2ccc(Cl)cc2)C1 (centres undefined)
20: CCN(CC)CCOC(=O)c1ccc(NC(=O)CCNC(=O)Cn2ccc3ccccc3c2=O)cc1
Assay by compound,11,12,13,14,15,16,17,18,19,20
Scp-1 inhibitor,.,4,-6,2,.,19,7,-5,0,1
MsrA inhibitor,0.8,0.1,1.3,1.1,1.0,0.9,0.8,-0.7,-0.3,1.0
LMPTP block,3.2,-2.3,0.7,-0.5,-1.3,2.6,1.2,-2.0,-0.1,0.4
DNMT1 inh,-10,1,4,-4,5,-1,-6,-1,2,3
SUMO1 PPI mod,5,-4,4,0,4,-1,3,-30,2,0
TbMetRS inhib,8.6*,-0.2,0.0,-0.1,-0.3,-0.3,0.3,-0.1,-0.7,-0.3
STEP inh,0,1,-1,-2,0,2,-2,-2,-3,-3
NRP1-CendR mod,-4,-3,20,4,6,-10,14,16,4,8
E coli Lon inh,1,-2,-16,-4,-2,2,-3,-6,1,5
bovine MsrA act,-1,-1,-3,-12,-5,-8,-3,4,2,0

21: COc1ccc(N2C(=O)CC(S/C(N)=N/N=C(\C)c3cccs3)C2=O)cc1 (centres undefined)
22: O=C(N1CCCCCC1)N1CCN(C(=O)N2CCOCC2)CC1
23: O=C(CCNC(=O)C1CCN(S(=O)(=O)c2ccc(F)cc2)CC1)NCCc1cccc(F)c1
24: COC(=O)[C@]12CCCCC=C1N(Cc1cccc3ccccc13)C(=O)[C@H](CC(=O)NCc1cccs1)C2
25: O=C(O)CSc1nnc(-c2ccc(Cl)cc2Cl)n1-c1ccc(Cl)cc1
26: O=C(NCc1cccs1)c1ccc([N+](=O)[O-])cc1
27: O=C1OC(NC(=O)c2ccccc2)C(n2cc(CO)nn2)=C1Cl (centres undefined)
28: O=C1c2ccccc2NC(c2ccccc2)N1CCCN1CCOCC1 (centres undefined)
29: Cc1ccc(Cl)cc1N1CCN(C(=O)CN(C2CCCCC2)S(C)(=O)=O)CC1
30: COC(=O)c1ccc(COc2cc(C)ccc2C)o1
Assay by compound,21,22,23,24,25,26,27,28,29,30
Scp-1 inhibitor,0,-3,-6,.,-10,-2,1,3,-7,-4
MsrA inhibitor,1.1,0.2,-0.1,0.8,0.9,0.8,-0.3,0.4,-0.2,-1.1
LMPTP block,-0.7,-1.1,-0.4,3.1,0.2,-0.3,-0.6,-2.4,0.9,1.1
DNMT1 inh,2,0,0,.,0,0,3,1,-4,-3
SUMO1 PPI mod,-10,2,2,1,-1,-21,4,-2,1,1
TbMetRS inhib,-0.2,-1.5,0.5,-1.2,-0.8,-1.4,0.8,-0.2,-0.4,0.1
STEP inh,-5,-3,0,.,0,-2,-1,2,0,0
NRP1-CendR mod,9,-4,17,5,26*,-7,-9,-8,6,8
E coli Lon inh,-6,-13,-14,-5,-5,1,-1,-5,0,7
bovine MsrA act,-8,-5,-3,-3,-3,-1,-4,-2,2,-4

31: CC[C@H](C)[C@H](NC(=O)OCc1ccccc1)C(=O)OCC(=O)N(C)CC(=O)Nc1ccccc1Cl
32: CC1CC(C)CN(c2ccc([N+](=O)[O-])nc2)C1 (centres undefined)
33: Cc1ccc(Cn2c(SCC(C)C)nc3c2c(=O)n(C)c(=O)n3C)cc1
34: C[C@H](NC(=O)c1ccccc1Cl)C(=O)OC(C(=O)Nc1cc(C(F)(F)F)ccc1Cl)c1ccccc1 (some centres undefined)
35: O=C(CCC(=O)c1cccs1)NNC(=O)c1ccc(Cl)cc1
36: CCCn1c(SCC(=O)NCCc2ccccc2)nnc1-c1ccccn1
37: c1ccc2[nH]c(-c3ccc4c(c3)OCO4)nc2c1
38: CCC1(c2ccccc2)NC(=O)N(CC(=O)N(C)Cc2c(F)cccc2Cl)C1=O (centres undefined)
39: Cc1cnc(NC(=O)c2cc3c(C)nn(-c4ccccc4)c3s2)s1
40: COc1cc(/C=C2\SC(=O)NC2=O)ccc1Oc1cnccn1
Assay by compound,31,32,33,34,35,36,37,38,39,40
Scp-1 inhibitor,-8,-3,3,1,-5,-3,3,-3,2,4
MsrA inhibitor,-0.1,0.0,1.2,0.1,-0.8,0.2,-0.5,1.1,0.5,4.2
LMPTP block,-0.2,2.1,3.7,4.3,-0.1,-0.5,0.8,0.2,1.6,-3.8
DNMT1 inh,3,2,-3,0,3,3,-5,2,1,4
SUMO1 PPI mod,-6,-27,6,-3,5,-2,5,4,-1,-12
TbMetRS inhib,-0.7,-0.1,-0.2,-1.9,-0.1,-0.1,-3.7,0.1,-0.8,-1.4
STEP inh,0,-1,4,-1,-2,3,0,0,2,-1
NRP1-CendR mod,2,10,-1,-3,5,5,-8,5,-11,-17
E coli Lon inh,6,1,6,12,-8,-5,-4,-1,-3,-2
bovine MsrA act,-3,-4,-5,-13,-1,-2,-5,-5,-11,-12

41: O=C(CCl)N(CCc1ccccc1)CCc1ccccc1
42: O=C(NCCO)C1CCN(S(=O)(=O)c2ccc(F)cc2)CC1
43: CCn1cc(C(=O)NCC(=O)NCCCN2CCOCC2)c(=O)c2cc3c(cc21)OCO3
44: COc1ccc(NC(=O)CSc2nc3ccccc3c3nc4ccccc4n23)cc1
45: O=C(CSc1nnc(-c2ccncc2)o1)Nc1cccc(Cl)c1
Assay by compound,41,42,43,44,45
Scp-1 inhibitor,-10,3,-3,3,0
MsrA inhibitor,-0.7,0.1,0.3,-0.8,0.0
LMPTP block,-2.3,-0.6,-0.6,0.6,-0.5
DNMT1 inh,11,0,3,58*,2
SUMO1 PPI mod,3,-5,6,-1,1
TbMetRS inhib,-0.9,0.1,0.4,-0.4,-0.2
STEP inh,0,1,-2,1,-1
NRP1-CendR mod,-1,-9,6,10,1
E coli Lon inh,-1,12,0,-3,-20
bovine MsrA act,-9,0,-2,-3,-4

Of the compounds above, seven contain an aryl methoxy group:
1: CCC(C(=O)OCC(=O)Nc1cc(OC)ccc1OC)c1ccccc1 (centres undefined)
3: COc1ccc(C(=O)C2CC2c2ccc3c(c2)OCO3)cc1 (centres undefined)
9: COc1cccc(C(=O)CC(C(=O)O)c2ccc(Cl)cc2)c1 (centres undefined)
11: COc1ccc([C@H]2CN(c3ccc(OC)cc3)C(=O)[C@@H]2CC(=O)Nc2ccc(Br)cc2)cc1
21: COc1ccc(N2C(=O)CC(S/C(N)=N/N=C(\C)c3cccs3)C2=O)cc1 (centres undefined)
40: COc1cc(/C=C2\SC(=O)NC2=O)ccc1Oc1cnccn1
44: COc1ccc(NC(=O)CSc2nc3ccccc3c3nc4ccccc4n23)cc1
Assay by compound,1,3,9,11,21,40,44
Scp-1 inhibitor,1,-6,-13,.,0,4,3
MsrA inhibitor,-0.7,-1.0,0.4,0.8,1.1,4.2,-0.8
LMPTP block,1.2,2.6,-2.4,3.2,-0.7,-3.8,0.6
DNMT1 inh,4,0,-2,-10,2,4,58*
SUMO1 PPI mod,3,-1,2,5,-10,-12,-1
TbMetRS inhib,-1.4,0.5,-0.7,8.6*,-0.2,-1.4,-0.4
STEP inh,-4,0,0,0,-5,-1,1
NRP1-CendR mod,22,28*,-13,-4,9,-17,10
E coli Lon inh,1,3,-1,1,-6,-2,-3
bovine MsrA act,-11,0,-1,-1,-8,-12,-3
